MgcRacGAP inhibition – MgcRacGAP GTPase-activating activity inhibitors, confirmation, biochemical, ADP Hunter fluorescence. Rac GTPase-activating protein 1 (Homo sapiens). MgcRacGAP-stimulated Rac1 GTP hydrolysis, ADP Hunter fluorescence; higher % means a stronger effect; GST-tagged Rac1 F28L mutant substrate. inhibition, % at 30 µM; hits with a dose series show IC50 in µM. hit rate 0.6% among 340,000. AID 624330, 2012;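 active = first-screen hits whose inhibition reached a set limit at any dose in the follow-up dose series; inconclusive = inhibition above the set first-screen limit but never retested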;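 also: fluorescence reports GDP produced by GAP-driven GTP hydrolysis; strong numbers were not always called active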
SV40 large T antigen – SV40 large T antigen inhibitors, biochemical (AID 1903) | SV40 large T antigen ATPase/helicase inhibition assay; higher % means a stronger effect | one-dose inhibition, % at 20 µM; IC50 in µM for titrated hits | hit rate 0.39% among 310,000; in the data active = a potency from the dose series; inconclusive = inhibition mostly from about 32% at the one dose, without a potency; inactive = the rest, 99 in 100 with inhibition below about 32%; also: strong numbers were not always called active
LYP phosphatase – inhibitors of LYP phosphatase, biochemical, fluorescence intensity, uHTS (AID 1779); recombinant LYP phosphatase, fluorescence intensity; higher % means a stronger effect; hit rate 0.054% among 290,000; inhibition, % at 11.5 µM; hits with a dose series show IC50 in µM; Tyrosine-protein phosphatase non-receptor type 22 (Homo sapiens); in the data active = inhibition above about 50%;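 also: plate controls were vehicle with enzyme for no effect and no enzyme for full effect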
HIV fusion peptide – inhibitors of HIV fusion peptide binding, primary screen, biochemical, uHTS, fluorescence dequenching (AID 1986) | cell-free peptide binding, fluorescence dequenching, 30 min; higher % means a stronger effect | inhibition, % at 20 µM, or IC50 in µM where a hit was titrated | hit rate 0.3% among 290,000; in the data active = inhibition mostly above about 52%, no sharp cut-off; inactive = mostly below about 76%; also: some results filed as inactive read as strong as hits
XIAP antagonists – XIAP antagonists, biochemical, IAP family, fluorescence polarization (AID 1018); E3 ubiquitin-protein ligase XIAP (Homo sapiens); XIAP BIR domain, fluorescence polarization peptide displacement; higher % means a stronger effect; displacement, % at 20 µM, or IC50 in µM where a hit was titrated; hit rate 0.007% among 200,000; in the data active = displacement above about 50%; also: a part of the inactive calls stands beside numbers as strong as those of hits
Dengue-2 NS5 capping – Dengue-2 NS5 methyltransferase inhibitors, primary screen, biochemical, confirmation dose response (AID 588689). inhibition, % at 25 µM, or IC50 in µM where a hit was titrated. hit rate 0.3% among 340,000. Dengue-2 NS5 methyltransferase capping enzyme assay, biochemical; higher % means a stronger effect; in the data active = a potency from the dose series; inconclusive = inhibition above about 29% without an active follow-up result
Siah-1 displacement – Siah-1 peptide-binding antagonists, primary screen, biochemical, fluorescence polarization, rhodamine-plectin, uHTS (AID 1817); E3 ubiquitin-protein ligase SIAH1 (Homo sapiens); Siah-1 / rhodamine-plectin peptide fluorescence polarization; higher % means a stronger effect; displacement, % at 20 µM; hits with a dose series show IC50 in µM; hit rate 0.02% among 290,000;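 active = displacement of at least 50% at 20 µM, with a fluorescence ratio check between 0.3 and a set limit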;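 also: plate controls were Siah plus tracer with DMSO for no effect and tracer alone without Siah for full effect; strong numbers were not always called active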
RSV CPE inhibition – RSV antiviral activity via CPE protection, HEp-2 cells, primary 10 µM value included (AID 2391); hit rate 0.13% among 310,000; CPE inhibition, % at 10 µM; hits with a dose series show IC50 in µM; HEp-2 cells, RSV-induced CPE inhibition; higher % means a stronger effect; in the data active = a potency from the dose series; inconclusive = CPE inhibition mostly from about 23% at the one dose, without a potency; inactive = the rest, 99 in 100 with CPE inhibition below about 21%; also: strong numbers were not always called active
AID2073 – inhibitors of Mint1-CaV2.2 protein interaction, biochemical, HTRF (AID 2073); Voltage-dependent N-type calcium channel subunit alpha-1B (Homo sapiens); HTRF protein-protein interaction, Mint1-CaV2.2; higher % means a stronger effect; inhibition, % at 20 µM; hits with a dose series show IC50 in µM; hit rate 0.19% among 290,000; in the data active = inhibition mostly above about 51%, no sharp cut-off; inconclusive = no clear call, values can overlap the other calls; inactive = mostly below about 53%; also: some results filed as inactive read as strong as hits
Dengue-2 NS5 capping pilot replicate – further read-out of Dengue-2 NS5 capping, marked with its call; inhibition, %; measured here: pilot screen replicate inhibition
* hit, by the source's call; ? = inconclusive; . = no result given.

SMILES | MgcRacGAP inhibition | SV40 large T antigen | LYP phosphatase | HIV fusion peptide | XIAP antagonists | Dengue-2 NS5 capping | Siah-1 displacement | RSV CPE inhibition | AID2073 | others
CCOC(=O)c1c(C)[nH]c(C(=O)CN2C(=O)NC(C)(CC(C)C)C2=O)c1C (stereo not drawn) | 8% | 0% | -6% | -0.6% | -5.5% | -6% | -4% | 0.3% | -2%
COc1ccc(CN(C(=O)CN2C(=O)c3ccccc3S2(=O)=O)C(C(=O)NCC2CCCO2)c2ccncc2)cc1 (stereo not drawn) | 5% | 2% | -6% | -1.7% | -2.9% | -9% | -1% | -0.1% | 4%
CCOC(=O)c1cc2ccc3ccccc3c2oc1=O | 8% | 9% | -27% | 0.8% | . | -1% | 0% | 13% | 20%
Cc1ccc(C)c(NC(=O)c2cc(C)nc3ccccc23)c1 | 11% | 6% | -12% | -1.6% | . | . | -7% | -0.9% | 27%
Cc1ccccc1NC(=O)c1cc(S(=O)(=O)N2CCOCC2)cs1 | 11% | 2% | -1% | 6.6% | -5.7% | -11% | 1% | -0.4% | -2%
O=c1nc(C(F)(F)F)nc2ccccn12 | 8% | 5% | -3% | -2.0% | -4.4% | 2% | -4% | 0.8% | 0% | Dengue-2 NS5 capping pilot replicate=0.3
COCCCN=CC1=C(O)CC(c2ccccc2)CC1=O (stereo not drawn) | 2% | -7% | -3% | 0.6% | . | 3% | 0% | 0.2% | 10%
COc1cccc(NC(=O)c2cccc(C(=O)Nc3cccc(OC)c3)c2)c1 | 6% | 5% | -8% | 3.5% | . | -8% | 0% | 1.2% | 34% | Dengue-2 NS5 capping pilot replicate=0.0
COc1cc(N=c2ssnc2Cl)cc(OC)c1OC | 25% | 7% | 16% | 0.8% | -2.0% | -12% | 0% | 0.4% | 11µM*
CCOP(=O)(c1ccc(N(C)C)cc1)C(O)c1ccncc1 (stereo not drawn) | 0% | 8% | -7% | -1.3% | . | 2% | -7% | 2.7% | -4%
COc1ccc(CC(=O)NCc2nnc(SCCOc3ccccc3)n2C)cc1 | 13% | 3% | -8% | -2.0% | -10% | -8% | 5% | 1.8% | 14%
Cc1onc(-c2ccccc2Cl)c1C(=O)OCC(=O)N1CCN(c2ccccc2)CC1 | 8% | 8% | . | . | . | 1% | . | 10% | .
CC(C)CC(NC(=O)C(COCc1ccccc1)NC(=O)OC(C)(C)C)C(=O)NN (stereo not drawn) | -4% | 9% | -3% | -0.2% | -6.5% | -11% | 3% | -0.5% | 10%
COc1ccc(S(=O)(=O)N2CCCC(C(=O)N3CCCCCC3)C2)cc1 (stereo not drawn) | 15% | 4% | 4% | 1.4% | -4.3% | -7% | 3% | -0.7% | -2%
Nc1nonc1-n1nnc(C(=O)N/N=C/c2ccccc2Cl)c1-c1ccc2c(c1)OCO2 | 10% | -6% | -4% | 1.1% | . | 10% | -1% | 1.5% | 22%
COc1ccccc1OCC(=O)Nc1c2c(nn1-c1ccc(F)cc1)CS(=O)(=O)C2 | 5% | 12% | -9% | -0.4% | . | -6% | 4% | -0.5% | 6%
CCCS(=O)(=O)Nc1cccc(-c2cn3c(n2)SCC3)c1 | 9% | 11% | -10% | -1.1% | . | 5% | 8% | 4.0% | 8%
COc1ccc(C2N(c3ccc(C)cc3)CCN2c2ccc(C)cc2)cc1O | 10% | 10% | 4% | -2.9% | -4.5% | 4% | -1% | 1.9% | 3%
O=C(COc1ccc(S(=O)(=O)N2CCCC2)cc1)NCc1cccnc1 | 6% | 10% | -6% | -1.2% | . | -5% | 2% | 1.0% | 10%
CCCC1(C(=O)OCC)NC(c2ccco2)C2C(=O)N(C)C(=O)C21 (stereo not drawn) | 2% | 7% | -2% | -1.3% | -3.9% | 5% | 6% | -0.7% | 9%
CCc1nccn1S(=O)(=O)c1ccccc1[N+](=O)[O-] | 11% | -1% | -4% | -0.1% | . | -5% | -2% | -0.6% | 12%
COc1ccc(/C=N/NC(=O)C2C3CCCCC32)cc1OC (stereo not drawn) | 10% | 14% | -9% | 0.3% | -3.2% | -6% | -6% | 3.5% | 7%
COc1ccccc1CCNC(=O)Cn1c(=O)oc2ccccc21 | 10% | 10% | -8% | -0.6% | . | -2% | 0% | 0.1% | 6%
CCCOc1ccc(-c2c(C(=O)N/N=C/c3ccco3)nnn2-c2nonc2N)cc1 | 5% | 6% | 0% | 2.0% | . | -10% | 2% | 2.9% | -2%
Cc1nc2ccccc2c(=O)n1NC(=O)c1ccc(F)cc1Cl | 0% | 3% | -5% | -2.1% | 2.3% | -4% | -3% | 0.3% | -1%

2 entries drawn at random from the list so far:
SMILES | MgcRacGAP inhibition | SV40 large T antigen | LYP phosphatase | HIV fusion peptide | XIAP antagonists | Dengue-2 NS5 capping | Siah-1 displacement | RSV CPE inhibition | AID2073 | others
COc1cc(N=c2ssnc2Cl)cc(OC)c1OC | 25% | 7% | 16% | 0.8% | -2.0% | -12% | 0% | 0.4% | 11µM*
CC(C)CC(NC(=O)C(COCc1ccccc1)NC(=O)OC(C)(C)C)C(=O)NN (stereo not drawn) | -4% | 9% | -3% | -0.2% | -6.5% | -11% | 3% | -0.5% | 10%

The listing continues.
SMILES | MgcRacGAP inhibition | SV40 large T antigen | LYP phosphatase | HIV fusion peptide | XIAP antagonists | Dengue-2 NS5 capping | Siah-1 displacement | RSV CPE inhibition | AID2073 | others
COc1ccc(C(OCC2CO2)c2ccc(OC)cc2)cc1 (stereo not drawn) | . | 5% | -4% | 1.3% | -6.9% | . | -1% | 1.6% | -1%
CCN(CC)C(=O)C1CCN(Cc2cccc(OCc3ccccc3)c2)CC1 | 20% | 13% | 0% | -0.6% | 0.2% | 1% | 3% | -0.7% | -6%
Cc1ccccc1OC(C)C(=O)NC1CCCC1 (stereo not drawn) | 11% | 6% | 2% | 0.1% | -6.2% | -3% | 1% | -0.6% | -6%
CSc1nc(N2CCN(c3ccccc3Cl)CC2)c2ccccc2n1 | 8% | -1% | 1% | -0.5% | -1.4% | -3% | 5% | ? | 15%
CC(=O)O[C@H]1C2OC(=O)C(C)=C2[C@@H]2OC(=O)[C@]3(CCC4OC41C)OC23 (stereo partly drawn) | 13% | 13% | -5% | 3.0% | -10% | -3% | 10% | 1.9% | 2%
CSCCC(NC(=O)c1ccco1)C(=O)OCC(=O)Nc1ncc(Cl)c(C)c1Cl (stereo not drawn) | 9% | 2% | -11% | -3.5% | -9.2% | 3% | -2% | 1.6% | -11%
COc1ccccc1NC(=O)N1CCN(S(C)(=O)=O)CC1 | 3% | -1% | -7% | 1.0% | -0.2% | 2% | 7% | 0.5% | -6%
CCOC(=O)CSc1nnc([C@H](C)NC(=O)OC(C)(C)C)o1 | -2% | 4% | 4% | 1.5% | 2.5% | 2% | 6% | 1.0% | -1%
O=C(NCc1ccco1)c1ccc2[nH]c(=O)c(=O)[nH]c2c1 | 7% | 14% | -9% | 0.1% | . | -14% | 0% | 5.1% | 10%
Cc1nc(N2CCN(C)CC2)[nH]c(=O)c1Cc1cccc2ccccc12 | 1% | 0% | -6% | -2.5% | -4.1% | 4% | -5% | -1.2% | -3%
O=C(Nc1cccc(C(=O)N2CCN(c3cccc(Cl)c3)CC2)c1)c1ccccc1 | 1% | 4% | 10% | -0.1% | -10% | -9% | 0% | 4.9% | 34%
COc1ccc(C(=O)N/N=C(\N)c2cc3ccccc3oc2=O)cc1 | -2% | 1% | 4% | -1.0% | . | 2% | -10% | -0.2% | 10%
COc1ccc(NC(=O)c2cc(N3C(=O)C4C5CCC(C5)C4C3=O)ccc2Cl)c(OC)c1 (stereo not drawn) | 9% | 12% | -14% | -2.6% | . | -10% | 0% | 2.5% | 7%
COc1ccccc1CC(NC(C)=O)C(=O)NC1CCN(C(=O)Nc2ccccc2F)CC1 (stereo not drawn) | -6% | 8% | -6% | -1.4% | . | -2% | 5% | 0.1% | -4%
Cc1noc(C)c1S(=O)(=O)NCCCN1CCN(Cc2ccccc2)CC1 | . | 13% | -4% | -1.6% | -5.5% | . | -1% | -0.9% | -11%
CCCCOc1ccc(/C=C2/Sc3ccccc3C2=O)cc1 | 4% | 7% | 7% | -0.3% | -8.2% | -17% | -6% | 5.2% | 8%
CCOc1c(OC(C)=O)ccc(/C=C/c2ccc3cccc(OC)c3n2)c1[N+](=O)[O-] | 4% | 17% | -4% | 2.5% | -11% | 3% | -8% | 4.5% | 7%
CC(C)CN(CC(C)C)S(=O)(=O)N1CCC(C(=O)N2CCc3ccccc3C2)CC1 | 7% | 1% | -2% | 0.1% | -3.6% | 0% | 4% | 1.7% | 3%
Cc1ccc(O)c(CNCCNCc2cc(C)ccc2O)c1 | 7% | 6% | . | . | . | -11% | . | 9.8% | .
CCOc1ccc(-n2c(=S)sc3c(=O)[nH]c(SCC(=O)NCc4ccco4)nc32)cc1 | 7% | 14% | -2% | 6.1% | -3.6% | 7% | -1% | . | -13%
CCOc1ccc(Nc2nc(N)c3ccccc3n2)cc1 | 20% | 5% | -9% | -1.4% | . | -2% | -6% | 4.9% | 3%
O=C(Nc1nccc(-c2cccs2)n1)c1ccccc1Cl | 13% | 25% | 8% | -0.5% | -4.1% | -8% | -1% | 1.4% | 2%
Cc1ccc(-n2nnnc2SCC(=O)Nc2cc(C)on2)c(C)c1 | 8% | 12% | 7% | 2.6% | . | 0% | -2% | 3.1% | 2%
CCSc1nnc(CNc2ccc(C)cc2)n1C | 2% | 12% | -2% | -3.9% | -2.9% | -11% | 1% | 0.6% | -19%
Cc1ccc(C(=O)N2CCN(S(=O)(=O)c3ccccc3[N+](=O)[O-])C2)cc1 | -1% | 27% | -4% | 1.8% | -3.4% | -7% | 8% | 2.4% | 0%
CC(c1ccccc1)C1CC(=O)N(c2ccc(C(=O)O)cc2)C1=O (stereo not drawn) | 3% | 1% | 4% | -2.1% | -3.8% | -2% | 4% | 1.1% | -4%
O=C(CCCNS(=O)(=O)c1cccc2nsnc12)NCc1ccc(Cl)cc1 | 0% | 0% | -4% | 4.5% | -10% | 6% | 3% | 2.8% | 3%
COc1cc(C)c(C)cc1S(=O)(=O)N1CCCc2ccccc21 | 7% | 20% | -4% | -1.0% | . | -7% | -5% | 11% | 8%

As a short view, some entries already given:
SMILES | MgcRacGAP inhibition | SV40 large T antigen | LYP phosphatase | HIV fusion peptide | XIAP antagonists | Dengue-2 NS5 capping | Siah-1 displacement | RSV CPE inhibition | AID2073 | others
Cc1nc(N2CCN(C)CC2)[nH]c(=O)c1Cc1cccc2ccccc12 | 1% | 0% | -6% | -2.5% | -4.1% | 4% | -5% | -1.2% | -3%
O=C(Nc1cccc(C(=O)N2CCN(c3cccc(Cl)c3)CC2)c1)c1ccccc1 | 1% | 4% | 10% | -0.1% | -10% | -9% | 0% | 4.9% | 34%
COc1ccc(C(=O)N/N=C(\N)c2cc3ccccc3oc2=O)cc1 | -2% | 1% | 4% | -1.0% | . | 2% | -10% | -0.2% | 10%

Screening results from PubChem.
